Dicer inh = inhibitors of Dicer pre-microRNA processing, primary screen, biochemical, cat-ELCCA, chemiluminescence; cat-ELCCA pre-miR-21 Dicer processing; hits give high values; hit rate 6% among 47,000; Endoribonuclease Dicer (Homo sapiens), Q9UPY3; z-score at 25 µM; in the data active = z-score above about 3, passing the limit was not always enough;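 also: plate controls were vehicle for no effect and no enzyme for full effect; higher signal means more uncleaved substrate so more Dicer inhibition; strong numbers were not always called active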
Target sequence (Q9UPY3 whole entry, looked up): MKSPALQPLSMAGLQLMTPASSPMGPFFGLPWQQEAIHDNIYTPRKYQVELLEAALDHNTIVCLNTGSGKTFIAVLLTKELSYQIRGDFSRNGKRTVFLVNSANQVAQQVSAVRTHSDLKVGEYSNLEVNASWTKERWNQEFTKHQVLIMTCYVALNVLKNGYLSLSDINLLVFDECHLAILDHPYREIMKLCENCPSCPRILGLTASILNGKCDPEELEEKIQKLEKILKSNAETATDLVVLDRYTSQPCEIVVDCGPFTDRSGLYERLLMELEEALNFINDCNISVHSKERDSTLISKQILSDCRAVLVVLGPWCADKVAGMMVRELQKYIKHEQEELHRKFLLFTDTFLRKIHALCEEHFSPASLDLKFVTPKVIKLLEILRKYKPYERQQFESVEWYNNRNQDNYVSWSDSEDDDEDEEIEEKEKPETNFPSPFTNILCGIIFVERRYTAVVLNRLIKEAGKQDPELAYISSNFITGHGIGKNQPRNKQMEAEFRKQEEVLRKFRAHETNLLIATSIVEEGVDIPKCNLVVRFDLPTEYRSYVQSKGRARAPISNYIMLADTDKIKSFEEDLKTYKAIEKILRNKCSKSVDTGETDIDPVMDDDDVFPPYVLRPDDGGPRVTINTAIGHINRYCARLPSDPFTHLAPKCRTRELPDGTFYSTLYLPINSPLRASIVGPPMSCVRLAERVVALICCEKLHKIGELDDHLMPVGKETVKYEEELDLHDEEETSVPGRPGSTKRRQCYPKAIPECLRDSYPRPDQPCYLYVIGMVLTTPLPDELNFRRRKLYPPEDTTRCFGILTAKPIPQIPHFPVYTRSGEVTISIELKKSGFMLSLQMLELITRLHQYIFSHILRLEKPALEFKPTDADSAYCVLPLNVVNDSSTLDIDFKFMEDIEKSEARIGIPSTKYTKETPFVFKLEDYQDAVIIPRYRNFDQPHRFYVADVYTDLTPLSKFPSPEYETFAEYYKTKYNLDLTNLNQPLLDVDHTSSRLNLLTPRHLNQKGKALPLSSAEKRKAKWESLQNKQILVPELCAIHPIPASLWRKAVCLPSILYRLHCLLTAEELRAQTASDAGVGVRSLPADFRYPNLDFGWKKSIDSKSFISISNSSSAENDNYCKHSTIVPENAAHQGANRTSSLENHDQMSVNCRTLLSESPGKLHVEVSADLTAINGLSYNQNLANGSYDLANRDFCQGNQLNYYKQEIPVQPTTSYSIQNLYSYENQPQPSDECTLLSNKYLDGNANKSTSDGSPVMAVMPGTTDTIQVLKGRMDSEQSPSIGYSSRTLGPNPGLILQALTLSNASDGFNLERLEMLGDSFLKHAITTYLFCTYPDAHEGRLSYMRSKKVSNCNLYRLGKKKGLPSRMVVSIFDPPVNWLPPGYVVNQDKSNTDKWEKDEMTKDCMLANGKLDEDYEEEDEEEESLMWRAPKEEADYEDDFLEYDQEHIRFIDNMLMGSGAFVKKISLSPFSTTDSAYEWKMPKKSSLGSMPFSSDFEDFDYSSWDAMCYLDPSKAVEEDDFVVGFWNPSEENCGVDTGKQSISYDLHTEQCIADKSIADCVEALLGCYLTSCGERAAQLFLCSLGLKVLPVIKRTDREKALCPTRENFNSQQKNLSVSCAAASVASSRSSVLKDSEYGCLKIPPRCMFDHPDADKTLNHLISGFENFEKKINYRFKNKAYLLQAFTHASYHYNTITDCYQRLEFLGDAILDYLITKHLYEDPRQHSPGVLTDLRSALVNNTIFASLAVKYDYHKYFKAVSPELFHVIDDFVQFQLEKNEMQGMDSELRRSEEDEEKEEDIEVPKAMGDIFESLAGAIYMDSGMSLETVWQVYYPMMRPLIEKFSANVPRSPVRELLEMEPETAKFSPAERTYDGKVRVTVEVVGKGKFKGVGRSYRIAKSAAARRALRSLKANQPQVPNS
* = called active by the depositor. Not all compounds are listed; count on the stated rates, not on these rows.

SMILES	Dicer inh
CCOC(=O)c1c(NC(=O)CCC(=O)O)sc(C)c1C	2.1
O=C1c2ccccc2S(=O)(=O)N1Cc1csc(-c2ccc(Cl)cc2)n1	-0.29
CC(C)(C)c1ccc(-c2nnc(NC(=O)C(Cl)Cl)s2)cc1	-0.6
Cn1ccnc1C(O)c1ccccc1 (stereo not drawn)	1.3
CN(C)CCNC(=O)c1cc2ccccc2[nH]1	0.99
CCCCSC1=C(C#N)C(=O)NC(CC(C)C)S1 (stereo not drawn)	2.9
CCOC(=O)C(C(=O)OCC)c1ccc(OCc2ccccc2)cc1	1.6
O=C(CCN1CCC(c2ccc(Cl)s2)=N1)c1ccc(Cl)s1	0.2
CCOc1ccc2[nH]c(C)c(CN3CCCC3)c(=O)c2c1	0.61
C/C(Cc1ccccc1)=N\NC(=O)c1ccncc1	-0.68
Cc1ccc(C2CC(c3ccc(F)cc3)Nc3nc(N)nn32)cc1 (stereo not drawn)	-0.5
Cc1csc2sc(/C=C(\C#N)S(C)(=O)=O)c(C)c12	0.16
Cc1noc(/C=C/c2cccn2S(=O)(=O)c2ccccc2Cl)c1[N+](=O)[O-]	-3.5
COc1ccc(NS(=O)(=O)c2ccc(Cl)cc2)cc1	2.4
CC(C)(C)NC(=O)NNC(=O)c1sccc1OCc1ncc(C(F)(F)F)cc1Cl	-1.1
CCCN(CCC)S(=O)(=O)c1ccc(C(=O)Nc2cc(OC)cc(C(F)(F)F)c2)cc1	2.3
CC(Oc1ccccc1)C(=O)N[C@@H]1C(=O)N2[C@@H]1SC(C)(C)[C@@H]2C(=O)O (stereo partly drawn)	-0.14
CCSC(SCC)[C@H](O)[C@@H](O)[C@H](O)[C@H](O)CO	2.6
O=C(O)C1C(=O)NCC1c1ccccc1 (stereo not drawn)	15
COC(=O)C(C(=O)OC)c1c([N+](=O)[O-])c(=O)n(C)c2ccccc12	-0.52
Cn1c(SCC(=O)c2ccc(F)cc2)nnc1-c1ccc2ccccc2c1	-0.54
O=C(OCCS(=O)(=O)c1ccccn1)c1ccccc1	-1.1
O=C(O)CCC(=O)CCC(=O)c1ccc(F)cc1	-2.3
CCOC(=O)CSc1nc2c(cc1C#N)CCCC2	1.4
CCOc1cc([N+](=O)[O-])c(OCC)cc1N1CCOCC1	-0.81
SMILES	Dicer inh
CCOC(=O)c1cnn(C(=O)Cc2cccc(OC)c2)c1N	-1.4
Nc1nc(CSc2nnc3c(n2)[nH]c2ccccc23)cs1	26
Cc1onc(-c2c(F)cccc2Cl)c1C(=O)Nc1nc(-c2ccc(F)c(F)c2)cs1	0.73
C=C1SC(Nc2ccc(C)cc2)=NC1(C)C	-0.79
Cc1ccc(C2CC(=O)C3=C(C2)Nc2ccccc2NC3c2ccc3c(c2)OCO3)cc1 (stereo not drawn)	-1.1
CC1=NN(c2ccccc2)C(=O)C1C1C(=O)N(c2ccccc2)N=C1C (stereo not drawn)	-5.2
COc1ccc(OC)c(C2C(C(=O)OC3CCCCC3)=C(C)NC3=C2C(=O)CC(C)(C)C3)c1 (stereo not drawn)	0.89
CCOC(=O)C1=C(CC)NC2=C(C(=O)CC(C)(C)C2)C1c1cc(OC)ccc1OC (stereo not drawn)	2.9
O=C1CSC2(N1)C1CC3CC(C1)CC2C3 (stereo not drawn)	-3.4
O=C(O)CSc1nnc(-c2cccnc2)o1	-0.71
CCN1CCN(c2nc3c(c(=O)n(C)c(=O)n3C)n2CC(O)c2ccccc2)CC1 (stereo not drawn)	-1.6
S=C(NC1CCCCC1)NC1CCCC1	0.4
Cn1nc(-c2ccc(C(C)(C)C)cc2)[nH]c1=O	0.32
Cc1ccccc1OCc1nnc2c3cnn(-c4ccccc4)c3ncn12	1.9
CC(=O)Oc1ccc2nc(-c3cccc(C)c3)oc(=O)c2c1	-0.23
Cc1ccc2c(c1)C1C=CCC1C(C(=O)O)N2 (stereo not drawn)	1.4
Cc1ccc(C)c(C(=O)CC2(O)C(=O)Nc3ccccc32)c1 (stereo not drawn)	1.6
CCCN1CCCC(NC(=S)Nc2ccc(Br)cc2C)C1 (stereo not drawn)	1.2
CCOC(=O)NNC(=O)Nc1cccc(C(F)(F)F)c1	0.72
CCOc1cc(C2C(C(=O)OCc3ccc(OC)cc3)=C(C)NC3=C2C(=O)CCC3)cc(Cl)c1O (stereo not drawn)	2.5
CCc1sc(-c2ccc(Cl)cc2)nc1C(=O)OC	-0.55
CCO/C=C1\SC(=S)N(c2ccc(Cl)cc2)C1=O	-1.1
O=C(Nc1ccc(OCc2ccccc2)cc1)N1CCN(Cc2ccc3c(c2)OCO3)CC1	-1.3
O=C(/C=C/Nc1ccc(C(F)(F)F)cc1)c1ccc(F)cc1	2.4
COc1ccccc1OCc1nc(-c2ccc(Br)cc2)no1	0.47
SMILES	Dicer inh
Cc1cc2nc(SCCO)nc(C)c2cc1C	-1.4
CCn1nc(C)cc1C(=O)NNC(=S)NC	1.1
Cc1nn(C)c(C)c1S(=O)(=O)NC1CCCCNC1=O (stereo not drawn)	-3.4
CCn1nc(C(=O)O)c(=O)c2cc3c(cc21)OCO3	-0.49
O=C(Nc1ccccc1)O/N=C1/CCCc2occc21	0.24
CNC(=O)n1cc(Br)c(/C(N)=N\OCc2ccccc2)n1	0.37
CSc1ccc(CN2CCN(C3CCN(Cc4ccccc4)CC3)CC2)cc1	1.4
CN(C)c1nc(N2CCOCC2)ncc1F	5.7
CCCN1C(=O)C2(/C(=C(/O)c3ccccc3)C(=O)C(=O)N2CCN2CCOCC2)c2ccccc21 (stereo not drawn)	4.7*
CC1=CC(C)C(COC(=O)Nc2ccccc2)C(C)C1 (stereo not drawn)	-2.5
Cn1c(-c2nonc2NC(=O)c2cccs2)nc2ccccc21	18
COc1cccc(-c2c(C(N)=O)nnc3cc(-c4ccccc4)nn23)c1	-3.2
Clc1ccc(COc2ccccc2CNCc2cccnc2)cc1	-0.99
O=C(O)CCCCCNc1ncnc2ccccc12	2.7
NC(=S)N/N=C/c1ccc(Cl)cc1	4.2
CCOC(=O)NC(NCc1ccccc1)(C(F)(F)F)C(F)(F)F	0.26
C/C(=N\O)c1ccn(S(=O)(=O)c2ccc(Cl)cc2)c1	0.09
CCOC(=O)c1sc(C)nc1C	0.33
CCc1ccc(N2C(=O)C3ON(c4ccccc4)C(c4ccncc4)C3C2=O)cc1 (stereo not drawn)	1.5
COC(=O)CSC(=O)NC(=O)c1ccccc1Oc1ccc(Cl)cc1Cl	-4.9
COc1cccc(-c2c(OC)cccc2C2CCCCN(C)C2=O)c1 (stereo not drawn)	1.1
O=C1CSC(=S)N1c1ccc(F)c(F)c1	1.8
O=C(NC(=O)c1ccccc1O)c1ccoc1	1.3
COc1ccc(NC(=O)Nc2cncc(C#Cc3ccccc3)c2)cc1	0.81
N#Cc1cnn(-c2cccc(Cl)c2)c1-n1cccc1	0.02
SMILES	Dicer inh
CN(C)CCCOC(=O)N1c2ccccc2C=Cc2ccccc21	-1.2
Cc1nc(-c2ccccn2)nc(NC2CCN(c3ncc(C(F)(F)F)cc3Cl)CC2)c1Cl	-0.97
CCCCCCN1N=C(C)C(C(=O)c2ccc(Br)cc2)C1=O (stereo not drawn)	-5.5
O=C(CSc1nnc(C2CC2)n1-c1ccc(Cl)cc1)c1ccc(Cl)cc1	0.27
COc1cc2c(cc1OC)C1N(CC2)C(c2ccccc2)=NN1c1ccccc1 (stereo not drawn)	1.4
COc1cc2c(cc1OC)/C(=C/c1cccs1)C(=O)N2	0.26
C=CCN1C(=O)C2(/C(=C(/O)c3ccc(C)cc3)C(=O)C(=O)N2CC2CCCO2)c2ccccc21 (stereo not drawn)	0.43
Cn1c(-c2ccc(Cl)cc2)cnc1NCc1ccccc1F	3.2*
Cc1cc2c(cc1C)N=C(C(F)(F)F)CC(c1cccs1)=N2	0.59
CCOC(=O)/C(C#N)=C/c1cc(C(F)(F)F)cc(C(F)(F)F)c1	-0.42
Cc1ccc(C(=O)CN2/C(=C(/O)c3ccccc3)C(=O)c3ccccc3S2(=O)=O)c(C)c1	-0.63
O=C1Nc2ccccc2S/C1=C/c1ccccc1	0.06
Fc1ccc(NC(=S)Nc2cccc(NC(=S)Nc3ccc(F)cc3)n2)cc1	2.2
CCOC(=O)C1CCN(/C=C(\C#N)S(=O)(=O)c2ccccn2)CC1	9.1
C=CCNCC(=O)Nc1sc2c(c1C(=O)OCC)CCCC2	0.8
CC(=O)c1sc2sc(C(=O)O)c(C)c2c1C	-1.5
CCOC(=O)c1cc(NC(=O)c2cc3ccccc3oc2=O)sc1CC	-0.75
FC(F)(F)c1ccnc(N2CCC(NC(=S)NC3CC3)CC2)n1	-1.6
O=C(Nc1ccccc1)OCc1cc(-c2ccccc2)c(C(F)(F)F)s1	-0.6
COC(=O)Nc1c(C)n(C)n(-c2ccccc2)c1=O	-0.38
CN(C)c1nc(N(C)C)nc(N(C)C)n1	1.9
Oc1ccccc1CNCc1ccccn1	2
COc1cc([C@@H]2c3cc4c(cc3[C@@H](O[C@@H]3O[C@@H]5CO[C@@H](C)O[C@H]5[C@H](O)[C@H]3O)[C@H]3COC(=O)[C@H]23)OCO4)cc(OC)c1O	0.42
O=C(O)CC1SC(=O)N(CC(=O)c2ccccc2)C1=O (stereo not drawn)	1.1
COc1ccc(-c2c(C)nn3c(N)c(C#N)cnc23)cc1OC	1.5
SMILES	Dicer inh
COCCOC(=O)c1cnc(Nc2nc3ccccc3o2)nc1C	-0.98
CC1=CC(C)(C)N(C(=O)CSc2nccc(C)n2)c2ccccc21	-0.1
CC1(C)CC(=O)Nc2ccccc2S1	0.47
CCSc1nc(N2CCCC2)c2c(c1C#N)CC(C)(C)OC2	1.9
O=C(COc1ccc(Cl)cc1)Nc1c[nH]c(=O)[nH]c1=O	4.1*
CCCCSc1n[nH]c(=S)s1	0.57
N=c1c2cnn(-c3ccccc3)c2ncn1NC(=S)Nc1ccc(Cl)cc1Cl	26
Cc1n(CC(=O)c2ccc(C(C)(C)C)cc2)c2ccccc2[n+]1C	4.9*
O=C(NC(=O)c1ccccc1F)NC1CC1	0.03
C=C(C)c1cccc(C(C)(C)NC(=O)N2CCCc3ccccc32)c1	0.49
Cc1ccc(S(=O)(=O)n2ccnc2C)cc1C	0.01
Cc1ncc(-c2nnnn2-c2ccc(Cl)cc2)c(-c2ccccc2)n1	-0.93
COC(=O)C(C)Oc1ccc2c(=O)c(Oc3ccccc3Cl)coc2c1 (stereo not drawn)	-0.38
N#CCCn1nc(-c2ccccc2)cc1NS(=O)(=O)c1ccc(Cl)c(Cl)c1	-0.37
NC(=Nc1ccc(F)cc1)SCc1c(Cl)cccc1Cl	2.6
O=S(=O)(Nc1ccccc1SCc1c(F)cccc1Cl)c1cccs1	2
COC(=O)c1ccc(OC(=O)c2sc3ccccc3c2Cl)cc1	-0.85
COc1ccc(/C=C/c2nc3ccccc3n(C)c2=O)cc1OC	2.5
Cc1c(Cl)c([N+](=O)[O-])nn1CC(=O)Nc1ccc2c(c1)OCO2	-0.13
CCCc1cnc(NCCNCC(O)COc2ccc(Cl)c(Cl)c2)nc1 (stereo not drawn)	-1.2
Cc1ccc(N2C(=O)C3C4c5ccccc5C(CO)(c5ccccc54)C3C2=O)c(Br)c1 (stereo not drawn)	1.6
Cc1ccc(=O)n(Cc2ccccc2C)n1	-0.51
CCOC(=O)c1ccc(Oc2c(C(F)(F)F)oc3cc(O)ccc3c2=O)cc1	0.78
CC1CCCCN1C(=O)C1c2ccccc2Oc2ccccc21 (stereo not drawn)	1
COC(=O)C1=C(C)NC2=C(C(=O)CC(C)(C)C2)C1c1ccc(OCc2ccccc2)c(OC)c1 (stereo not drawn)	-0.7
SMILES	Dicer inh
CCCc1cc(=O)[nH]c(SCc2c(F)cccc2Cl)n1	2
CC(C)(C)C(=O)Nc1ccn([C@H]2C[C@H](O)[C@@H](COC(=O)C(C)(C)C)O2)c(=O)n1	31
O=[N+]([O-])c1ccc(CC(O)N2CCN(c3nc4ccc(Cl)cc4s3)CC2)cc1 (stereo not drawn)	-0.91
O=S1(=O)C=CC(Nc2ccccc2)C1 (stereo not drawn)	2
Nc1nnc(SCc2c(-c3ccccc3)nnn2-c2ccc(F)cc2F)s1	0.09
S=C(NC1CCCCC1)N1CCCCC1	1.8
Cc1cc(OS(=O)(=O)CS(=O)(=O)Oc2ccc(Cl)c(C)c2)ccc1Cl	0.53
O=c1oc2c(Cl)cc(NS(=O)(=O)c3ccc(F)cc3)cc2s1	9.7*
Cc1c(C#N)c(Sc2n[nH]c(-c3cc(Cl)cc(Cl)c3)n2)nc2ccccc12	0.26
CCOC(=O)CNC(=S)NN(C)C	0.34
CC(=O)N(C1=NCCC(=O)S1)c1ccc(Cl)cc1	-2.5
COc1ccc(OC)c2c1nc1n2C(O)C=C(C(C)(C)C)S1 (stereo not drawn)	2.8
O=C1NC(=O)C(Nc2cccc(Cl)c2)S1 (stereo not drawn)	0.87

Compound activity: PubChem, Center for Chemical Genomics, University of Michigan
